High-throughput results as filed in PubChem BioAssay.
F508del corr: CFTR F508del correction in bronchial cells. CFBE cells, YFP halide quenching; stimulated with forskolin plus potentiator P3; % fluorescence drop versus neutral controls. AID 720511. actives 0.36% (n = 350,000). activity (quench increase), % at 7.58 µM;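 active = mean added fluorescence quench of at least 8% versus neutral control, with both replicates also reaching 8%; inconclusive = only one of the mean or replicate conditions met; inactive = mean below 8% and not both replicates reaching 8%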;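 also: cells transiently co-express mutant CFTR-F508del with the halide-sensitive YFP; corrector assay measuring rescue of mutant channel to the surface after 24 h compound exposure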
FN deposit inh: fibronectin deposition inhibition. inhibition, % at 12.6 µM. actives 0.086% (n = 350,000). AH1F fibroblasts, Alexa488-fibronectin deposition fluorescence, overnight;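 active = mean inhibition across replicates of 30% or more, regardless of how many single replicates reach that level; inconclusive = mean under 30% yet at least half of replicates reach 30%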;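 also: positive control wells lacked labelled fibronectin entirely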
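material = AH1F fibroblast monolayer depositing Alexa488-labelled fibronectin into matrix | amount = 10000 AH1F cells/well | buffer or medium = DMEM plus 2% serum, read in PBS | incubation = 1 h cell adhesion before compound, then overnight fibronectin incubation | detection = fluorescence at 485 nm excitation, 525 nm emission | evaluation = percent inhibition as loss of matrix-bound fibronectin fluorescence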
The depositor's hits bear a star; ? = inconclusive. The list is partial; rates above refer to the full screens.

| canonical_smiles | F508del corr | FN deposit inh |
| --- | --- | --- |
| CO[C@@H]1[C@H](O)CC[C@]2(O)CN(c3ccccc3)[C@](C)([C@H](O)CC=C(C)C)[C@@H]12 | -2.8 | 12.9 |
| N#Cc1c(N)n(C2OC(CO)C(O)C2O)c2ncnc(N)c12 (centres undefined) | -3.1 | 34.2* |
| COc1ccc(OC)c(/C=N/NC(=O)CNC(=O)c2ccc(S(=O)(=O)N3CCOCC3)cc2)c1 | -1.3 | 8.7 |
| COc1ccc2nc(-c3ccc(CN4CCC5(CC4)CNc4ccccc45)cc3)c(-c3ccccc3)nc2c1 | -3.1 | -2.4 |
| Nc1nc(C(F)(F)F)cc(=O)[nH]1 | 0.3 | 7.3 |
| COC(=O)C[C@@H]1C=C[C@H](NC(=O)Nc2ccc(F)cc2)[C@@H](CO)O1 | -1.8 | -0.5 |
| Cn1c2ccccc2c(=O)c2c(=O)n(Cc3ccco3)c(COc3ccccc3)nc21 | 4.3 | -7.3 |
| O=C(O)CCN1C(=O)c2ccc(NC(=O)C(c3ccccc3)c3ccccc3)cc2C1=O | 2.6 | -1.2 |
| CC(C)[C@@H](C)/C=C/[C@@H](C)[C@H]1CC[C@@H]2[C@]1(C)CCC1[C@]23C=C[C@]2(C[C@@H](O)CC[C@]12C)N(c1ncc(C(F)(F)F)cc1Cl)O3 (some centres undefined) | -1.6 | 6.0 |
| O=C1c2cc([N+](=O)[O-])ccc2-c2cc(Br)c(N=C(NO)C(F)(F)F)cc21 | -1.9 | -8.7 |
| C=CCN=C1NC(CCc2ccccc2)C(C(=O)OC)=C(C)N1Cc1cccc(C(F)(F)F)c1 (centres undefined) | -2.0 | -10.4 |
| Cc1cc(N2CCN(CC(C)(C)O)C[C@H]2C)ccc1N1CCN(CC(C)(C)O)[C@@H](C)C1 | -0.7 | -2.0 |
| C=CCNC(=S)NC(=O)c1csc([N+](=O)[O-])c1 | -1.4 | -1.5 |
| O=C(OCc1nc2ccccc2[n+]([O-])c1C(=O)c1ccccc1)c1cccnc1 | 2.4 | -1.1 |
| Cc1cccc(C)c1NC(=O)COC(=O)CCc1ccc(S(=O)(=O)N2CCCCC2)cc1 | 3.2 | -0.8 |
| CC(C)(C)c1cc(C(=O)O)n(Cc2ccc(Cl)cc2Cl)n1 | -3.1 | -1.8 |
| CC(=O)c1cccc(NC(=O)NCCc2c[nH]c3ccccc23)c1 | -0.6 | 8.7 |
| C=C[C@@H](c1ccccc1)[C@](C)(O)C(=O)O | -6.6 | 4.2 |
| CCOC(=O)N1CCN(C(=O)C[C@@H]2C[C@@]3(C(=O)OCC)CCCC=C3N(Cc3ccco3)C2=O)CC1 | 1.8 | -5.7 |
| CC(=O)N1CCN(c2ccc(N3CCN(C(C)=O)[C@@H](C)C3)c(C)c2)[C@@H](C)C1 | -2.3 | -2.8 |
| CCCN(C(=O)CCc1cn(CCC)c2ccccc12)c1ccc(N(C)c2ccccn2)cc1 | -0.5 | -6.3 |
| CCc1cc2c(nc1CC)CCCN2S(=O)(=O)c1ccc(OC)cc1 | -2.4 | -6.2 |
| COc1ccc(C(=O)NCCNc2ccc([N+](=O)[O-])cc2)cc1 | -3.2 | -6.0 |
| C=CCN=C1NC(c2ccc(Cl)cc2)C(C(=O)OC)=C(C)N1Cc1ccccc1C(F)(F)F (centres undefined) | -2.4 | 3.1 |
| COc1ccc(NC(=O)N2CCCC(c3nc(-c4ccc(F)cc4)no3)C2)cc1 (centres undefined) | 0.8 | 7.5 |
| CCCCOCCCNC(=O)C[C@@H]1C[C@@]2(C(=O)OC)CC(C)(C)CC=C2N(Cc2cccc3ccccc23)C1=O | 4.1 | 1.2 |
| C[C@H]1CN(c2ccc(N3CCNC[C@@H]3C)cc2C#N)CCN1Cc1ccccc1 | 1.9 | 2.0 |
| Cc1cc(-c2cccs2)c2c(N)c(C(=O)c3ccc4c(c3)OCO4)sc2n1 | 4.8 | 7.4 |
| CCCCNC(=O)C(NC(=O)c1ccc(C)cc1)C(=O)c1ccccc1 (centres undefined) | -0.3 | 1.3 |
| O=C1C=CC(=O)c2c(O)c(N3CCN(CCOCCO)CC3)c(Br)c(O)c21 | -3.6 | 1.6 |

(more compounds)
| canonical_smiles | F508del corr | FN deposit inh |
| --- | --- | --- |
| O=C(Nc1nnc(-c2ccccn2)o1)c1ccc(Br)cc1 | -0.1 | 5.6 |
| CCOC(=O)N1CCN(C(=O)C[C@@H]2C[C@@]3(C(=O)OCC)CCC=C3N(Cc3ccc(Cl)cc3Cl)C2=O)CC1 | 1.0 | -5.0 |
| O=C(CSc1ncnc2nc[nH]c12)c1ccc([N+](=O)[O-])cc1 | -0.2 | 2.4 |
| Cc1cc(NCCCCCCCNc2cc(C)nc3cc([N+](=O)[O-])ccc23)c2ccc([N+](=O)[O-])cc2n1 | -3.9 | -1.6 |
| Cc1ccc(S(=O)(=O)N(CCCO)CC(O)CON=C2c3ccccc3-c3ccccc32)cc1 (centres undefined) | 1.2 | -0.6 |
| Cc1ccc(C(=O)N/C(=C/c2ccc(-c3cccc([N+](=O)[O-])c3)o2)C(=O)NC(C)(C)C)cc1 | -1.3 | -5.0 |
| Nc1ccn([C@@H]2O[C@H](C(=O)N[C@H](Cc3ccccc3)C(=O)N3CCSC3)[C@@H](O)[C@H]2O)c(=O)n1 | -3.8 | 1.5 |
| CCCCCCN=C1CC(C)(C)CC(=O)/C1=C(/O)CCC | 1.5 | 0.7 |
| NC(=O)c1ncn([C@@H]2O[C@H](C(=O)N[C@H](Cc3c[nH]c4ccccc34)C(=O)O)[C@@H](O)[C@H]2O)n1 | 2.8 | -2.1 |
| COC(=O)C[C@H]1C=C[C@H](NC(=O)c2ccccn2)[C@@H](CO)O1 | 0.3 | -4.7 |
| COC(=O)C1=C(C)N(C)C(=NCc2cc(OC)c(OC)c(OC)c2)NC1c1cccc(Cl)c1 (centres undefined) | 1.3 | -6.0 |
| O=C(NC(CC(=O)N1CCN(c2ccccc2)CC1)c1ccccc1)c1ccccc1Cl (centres undefined) | 1.7 | 0.6 |
| Cc1ccc2nc(CSc3nnc(Nc4ccccc4F)s3)cc(=O)n2c1 | 4.5 | -2.7 |
| Nc1[nH]c(C(=O)c2ccccc2)c(-c2ccc3ccccc3c2)c1C(=O)NCc1cccc2ccccc12 | -1.5 | -1.6 |
| COc1ccc(CNC(=O)CN2CCC(n3nnc4cc(F)ccc43)CC2)cc1 | -2.1 | 0.7 |
| Cc1ccc(C(=O)COC(=O)CN2C(=O)C3C4CCC(C4)C3C2=O)cc1[N+](=O)[O-] (centres undefined) | 1.2 | 8.1 |
| Nc1nc(NCCCN2CCOCC2)nc(Nc2cccc(F)c2)c1[N+](=O)[O-] | 2.6 | 19.0 |
| C=CCN=C1NC(c2ccccc2)C(C(=O)OC)=C(C)N1Cc1cccc(C(F)(F)F)c1 (centres undefined) | -1.2 | 1.0 |
| C/C=C/C=C/C(=O)c1cc(C)c(OC(=O)CNC(=O)OC(C)(C)C)c(C)c1O | 0.4 | 3.7 |
| Oc1cc(O)cc(C=Cc2ccc(O)c(O)c2)c1 | -0.2 | -6.5 |
| O=C(Nc1ccc(Br)cc1)c1cccnc1N1CCOCC1 | -0.5 | 0.5 |
| Cn1cccc1CC(=O)NNC(=O)Nc1cccc(Cl)c1 | -0.6 | 3.6 |
| O=C(O)CCC(=O)Nc1cc(C(F)(F)F)cc(C(F)(F)F)c1 | 0.5 | -5.2 |
| COc1cccc(C2NC(=S)N(Cc3ccc(F)cc3)C(C)=C2C(C)=O)c1 (centres undefined) | -0.9 | 9.3 |
| Cc1cc(Cl)ccc1-n1c(-c2cccnc2)n[nH]c1=S | -0.3 | 4.5 |
| O=c1[nH]n2cc(-n3cc([N+](=O)[O-])cn3)cnc2c1Br | -3.7 | 1.8 |
| NC(=O)c1ccc(NC(=O)Cc2csc(-c3ccccc3)n2)cc1 | 2.8 | 3.6 |
| O=C1/C(=C/c2ccccc2)CCc2ccc(Cl)nc21 | 1.5 | 2.5 |
| CCOc1ccc(NC(=O)CC2C(=O)N(c3ccc(OC)cc3)C(=O)N2CCc2cccs2)cc1 (centres undefined) | -0.6 | 4.3 |
| CCC(=O)Nc1cc(C(F)(F)F)ccc1N1CCCC1 | 0.1 | 8.0 |

(next part)
compound	F508del corr	FN deposit inh
Cc1ccnc(NS(=O)(=O)c2ccc(NC(=O)c3ccc(Br)o3)cc2)n1	3.1	2.9
COc1ccc(-c2nc(NC(=O)c3n[nH]c(=O)c4ccccc34)sc2C)cc1	?	2.5
Cc1cc(C(=O)NC2CCCCC2)c2cc(F)ccc2n1	-0.8	13.5
Cc1nn(-c2ccccc2)c(C)c1C(=O)OCC(O)=C(C#N)c1nc2ccccc2[nH]1	1.0	-4.8
O=C1NC2(CCCCC2)C(=O)N1CCN1C(=O)c2ccccc2C1=O	-1.9	-2.3
Cc1nn(C(=O)c2nn(C)cc2[N+](=O)[O-])c(C)c1Br	-0.6	-8.6
CCCCNC(=O)c1nc(-c2cccs2)oc1-c1ccc(Cl)cc1	-2.5	5.2
Cc1ccc(C(=O)NCCN2CCC(n3c(=O)[nH]c4ccccc43)CC2)cc1C	1.5	-4.2
COC(=O)[C@]12C[C@H](CC(=O)NCc3ccc(C)o3)C(=O)N(CCC3=CCCCC3)C1=C[C@H](C(C)(C)C)O[C@@H]2C	-0.6	-4.8
COC(=O)C1=C(C)N(Cc2cccc(C(F)(F)F)c2)C(=NCC2CC2)NC1c1ccccc1 (centres undefined)	-5.5	0.2
CCOC(=O)C(C)Oc1ccc(NC(=O)C(Cl)Cl)cc1 (centres undefined)	-4.6	0.8
CC(C)C1(c2ccsc2)NC(=O)NC1=O (centres undefined)	1.6	4.9
COc1ccc(Br)cc1C(=O)Nc1cccc(C)c1C	-0.6	-5.4
CCN(CC)C(=O)Cn1cc(S(=O)(=O)CC(=O)NCc2ccc3c(c2)OCO3)c2ccccc21	-0.4	-11.0
c1ccc(-c2cc(-c3cc(-c4ccccc4)on3)no2)cc1	-0.2	-0.8

(list continues)
compound	F508del corr	FN deposit inh
CCc1noc(C)c1C(=O)Nc1nc(-c2ccc(Cl)cc2Cl)cs1	-1.4	5.4
COc1ccccc1N1C(C)=CC(=C(C#N)c2nc3ccccc3s2)C=C1C	-0.7	-2.2
CCCCCCNCC1OCc2ccccc2CO1	1.4	-0.3
O=C1CSC(=S)N1N=Cc1ccc(Cl)s1	-3.4	3.4
CSc1nc(SCC(=O)NCC2CCCO2)c2c3c(sc2n1)CN(C)CC3 (centres undefined)	-1.2	-1.0
CS(=O)(=O)N(CC(=O)NCCSc1ccccn1)c1ccc(F)cc1	2.7	6.1
COCc1c(C(=O)NC2CCCCCC2)oc2ccccc12	-4.9	2.7
CCOC(=O)CC(NC(=O)C1c2ccccc2Oc2ccccc21)c1ccccc1Cl (centres undefined)	2.7	-4.0
Cc1ccc(CNC(=O)CCC(=O)Nc2nnc(C3CCCCC3)s2)cc1	1.3	-7.2
Cc1ccc(C(=O)Nc2nnc(SCC(=O)N3CCCc4ccccc43)s2)cc1	-2.5	-6.4
O=C(CCCC(=O)NN=Cc1ccccc1Cl)NN=Cc1ccccc1Cl	-0.1	0.7
CCOc1ccc(CCN2C(=S)N([C@@H](CC(C)C)CN3CCCC3CN3C(=S)NC[C@@H]3Cc3ccccc3)C[C@@H]2CC(C)C)cc1 (some centres undefined)	-1.3	-3.1
CCOC(=O)[C@]12CCCC=C1N(Cc1ccc3c(c1)OCO3)C(=O)[C@H](CC(=O)NCCCCc1ccccc1)C2	2.4	-4.4
Nc1ccc(Br)c2cccnc12	1.1	-11.1
CCOc1ccc(-c2nn(-c3ccccc3)cc2/C=C2\SC(=S)N(Cc3ccco3)C2=O)cc1	-0.6	8.8

Remaining list, next part.
compound	F508del corr	FN deposit inh
COc1cc(S(=O)(=O)N2CCOCC2)ccc1NC(=O)COC(=O)/C=C/c1cc(OC)c(OC)c(OC)c1	-1.0	-3.1
O=C1C=CN(C(=O)Oc2ccccc2)CC1	-0.9	3.8
Cc1c(Cl)cccc1-n1cnc(=O)c2ccccc21	-3.9	1.2
CCOC(=O)[C@]12CCC=C1N(Cc1cccc3ccccc13)C(=O)[C@H](CC(=O)N1CCCCC1)C2	4.3	-0.4
N/C(Cc1ccc(Cl)cc1)=N\OC(=O)C1CCCCC1	1.5	-4.3
COCc1[nH]nc2c1C(c1ccccc1)NC2=O (centres undefined)	2.2	-4.7
CC(C)[C@H](NC(=O)c1ccccc1)C(=O)N1CCC[C@H]1C(=O)NCc1ccccc1	3.8	1.9
CN1CCS/C1=C/C=C1/SC(=S)N(Cc2ccccc2)C1=O	0.0	-12.1
O=C(Cn1nnc(N2CCCCC2)n1)NN=Cc1ccccc1O	-2.2	4.4
COc1ccccc1NC(=O)C1=C(C)NC(=O)NC1c1ccccc1[N+](=O)[O-] (centres undefined)	-2.7	-5.0
COC(=O)[C@]12C[C@H](CC(=O)NCc3cccc(C(F)(F)F)c3)C(=O)N(Cc3ccc4c(c3)OCO4)C1=C[C@H](COCc1ccccc1)O[C@@H]2C	-2.3	0.4
CCCCCCCCN1C(=O)[C@@H](CC(=O)NCCCN2CCCC2=O)C[C@@]2(C(=O)OC)C1=C[C@H](C(C)(C)C)O[C@@H]2C	-0.7	5.2
CCOC(=O)C1=NNC2(c3ccccc3)C(=O)N(c3cccc(Br)c3)C(=O)C12 (centres undefined)	-1.1	-2.0
COc1cc(OC)cc(C(=O)NCC2CCN(C(=O)C(=O)c3cccs3)CC2)c1	-1.3	-0.9

Compound profiles, as listed above:
Listed for O=C(Cn1nnc(N2CCCCC2)n1)NN=Cc1ccccc1O = F508del corr: -2.2; FN deposit inh: 4.4
Listed for Cc1c(Cl)cccc1-n1cnc(=O)c2ccccc21 = F508del corr: -3.9; FN deposit inh: 1.2
